USP28 block – inhibitors of human USP28 deubiquitinase; 47,000 compounds, 3% hits; purified USP28, Ub-rhodamine cleavage fluorescence, 30 min; Q96RU2; inhibition, % at 25 µM
Target sequence (Q96RU2 whole entry, looked up): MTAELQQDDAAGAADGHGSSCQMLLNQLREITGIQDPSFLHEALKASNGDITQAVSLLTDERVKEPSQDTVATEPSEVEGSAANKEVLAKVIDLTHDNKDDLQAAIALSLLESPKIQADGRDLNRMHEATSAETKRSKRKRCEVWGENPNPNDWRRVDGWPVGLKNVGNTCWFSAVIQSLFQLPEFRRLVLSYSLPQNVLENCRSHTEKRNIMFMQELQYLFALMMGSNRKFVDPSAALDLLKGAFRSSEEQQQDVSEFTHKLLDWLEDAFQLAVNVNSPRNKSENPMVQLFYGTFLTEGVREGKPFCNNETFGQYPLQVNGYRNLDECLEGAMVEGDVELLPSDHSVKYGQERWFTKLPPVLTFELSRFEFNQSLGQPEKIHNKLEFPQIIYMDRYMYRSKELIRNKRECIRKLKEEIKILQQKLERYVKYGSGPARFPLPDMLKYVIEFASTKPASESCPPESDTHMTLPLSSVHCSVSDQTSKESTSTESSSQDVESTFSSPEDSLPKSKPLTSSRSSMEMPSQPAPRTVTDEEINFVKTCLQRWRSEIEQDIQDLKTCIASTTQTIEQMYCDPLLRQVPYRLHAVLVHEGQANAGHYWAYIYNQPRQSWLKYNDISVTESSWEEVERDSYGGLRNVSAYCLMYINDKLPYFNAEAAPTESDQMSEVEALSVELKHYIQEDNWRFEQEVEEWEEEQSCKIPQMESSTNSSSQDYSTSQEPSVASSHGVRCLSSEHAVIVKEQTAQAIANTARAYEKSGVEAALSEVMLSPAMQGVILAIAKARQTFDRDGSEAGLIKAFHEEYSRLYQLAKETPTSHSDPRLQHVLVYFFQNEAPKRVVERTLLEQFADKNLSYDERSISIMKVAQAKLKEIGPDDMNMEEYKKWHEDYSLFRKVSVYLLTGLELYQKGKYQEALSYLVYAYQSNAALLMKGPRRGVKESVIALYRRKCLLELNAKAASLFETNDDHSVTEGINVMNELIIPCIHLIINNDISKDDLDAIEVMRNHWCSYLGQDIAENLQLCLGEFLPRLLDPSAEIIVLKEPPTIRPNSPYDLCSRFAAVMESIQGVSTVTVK
USP30 inh – blocks human USP30 ubiquitin-rhodamine cleavage; 47,000 compounds, 5.3% hits; purified USP30, Ub-rhodamine cleavage fluorescence; inhibition, % at 25 µM; Q70CQ3
USP7 block – blocks human USP7 ubiquitin-rhodamine cleavage; Q93009; 47,000 compounds, 0.3% hits; inhibition, % at 20 µM; purified USP7, Ub-rhodamine cleavage fluorescence; AID 1645854
UCHL1 block – inhibitors of human UCHL1 deubiquitinase; P09936; purified UCHL1, Ub-rhodamine cleavage fluorescence; inhibition, % at 20 µM; 47,000 compounds, 0.2% hits; AID 1645859
USP10 block – human USP10 deubiquitinase inhibition | Q14694 | 47,000 compounds, 1.1% hits | purified USP10, Ub-rhodamine fluorescence, 60 min | AID 1645856 | inhibition, % at 20 µM
USP8 inh – inhibitors of human USP8 deubiquitinase; P40818; purified USP8, Ub-rhodamine cleavage fluorescence, 30 min; inhibition, % at 20 µM; 47,000 compounds, 4.2% hits
USP17 inh – inhibitors of human USP17 deubiquitinase; A8MUK1; purified USP17, Ub-rhodamine cleavage fluorescence, 3 h; inhibition, % at 50 µM; 47,000 compounds, 6.5% hits; AID 1645855
OTUD3 inh – inhibitors of human OTUD3 deubiquitinase; 47,000 compounds, 0.7% hits; Q5T2D3; inhibition, % at 25 µM; AID 1645858; purified OTUD3, Ub-rhodamine fluorescence, 2 h
Starred values were filed as active, the others as inactive; i = inactive; . = no result given. Cut-off read from the data, not from the text of the source: active = inhibition above about 30%; inactive = the rest.

nr	structure	USP10 block	USP17 inh	UCHL1 block	OTUD3 inh	USP7 block	USP30 inh	USP8 inh	USP28 block
1	Cc1nc(SCC(=O)NC2CCCC2)c2oc3ccccc3c2n1	-1	25	1	14	1	38*	17	13
2	CN(C)C(=O)N1CCC(c2nnc3ccc(C(=O)NC4CCCC4)cn23)C1 (stereo unspecified)	-1	-12	-1	-6	-1	-10	-64	-6
3	CC(=O)N1CCCC(c2cc(-c3ccn[nH]3)nc(C)n2)C1 (stereo unspecified)	1	0	0	2	2	-1	-13	-1
4	COc1cccc(NC(=O)c2cnc(N3CCCCC3)nc2C)c1	3	-12	0	-9	-23	-21	-8	24
5	C=C(NC(=O)c1csc(-c2nc3c(cc2O)-c2nc(cs2)C(=O)NC(C(C)O)C(=O)N/C(=C\C)c2nc(cs2)C(=O)NC2CC(O)C(=O)OCc4cccc5[nH]c(c(C)c45)C(=O)SCC(NC(=O)c4csc2n4)c2nc-3cs2)n1)C(N)=O (stereo unspecified)	-11	19	1	-12	-1	-29	-14	0
6	Cc1cc(C)c(NC(=O)CCN2C(=O)c3cccnc3Sc3ccccc32)c(C)c1	1	-11	-1	11	-2	29	-137	32*
7	Cc1ccc(CNC(=O)N2CCC(c3nc(C(=O)N4CCCC4)c(C)o3)CC2)cc1	0	-11	-5	0	-2	-4	-10	-15
8	Cc1cccc(-c2noc(C(=O)NC3CCCCC3)n2)c1	6	15	4	13	-3	21	14	16
9	CC(C)N(Cc1ccccc1)C(=O)c1nc(-c2cnccn2)no1	0	-16	0	-3	-3	6	-91	-4
10	O=C(c1cccs1)N1CCCN(Cc2noc(-c3ccccc3)n2)CC1	-2	2	-1	-4	-2	-4	-6	-3
11	COc1ccc(C2CNCCN2C(=O)CCc2cnn(C)c2C)cc1 (stereo unspecified)	1	-3	-2	-2	2	5	1	-6
12	Cn1c(CCNC(=O)c2[nH]nc3c2CCc2ccccc2-3)nc2ccccc21	18	78*	-2	-7	-1	-11	59*	52*
13	CCc1ccccc1NC(=O)Cn1c(-c2ccccc2)nc(C)cc1=O	-2	3	-1	-7	-16	2	-7	-9
14	CC(C)c1cc(N2CCN(C)CC2)nc(-c2ccccn2)n1	1	-5	0	7	2	18	-44	2
15	O=C1C[C@H]2[C@H](CCN2C(=O)c2ccno2)N1CC1CC1	0	-3	1	10	0	24	-50	6
16	CCn1cc(C(=O)N2CCc3nc4ccccc4c(=O)n3CC2)c(C)n1	0	2	-2	-1	0	4	-1	-2
17	Cc1nccn1-c1cccc(C2CCN(S(=O)(=O)N(C)C)CC2)n1	-1	3	1	7	5	5	-40	12
18	Cc1ccc2c(c1)NC(CCC(=O)N1CCN(c3ccccc3F)CC1)=NS2(=O)=O	0	-1	0	2	10	17	-9	3
19	Nc1nc(-c2ccc(Cl)cc2)c(S(=O)(=O)c2ccccc2)s1	9	9	7	2	5	15	0	10
20	N#CC1(NC(=O)CN2CCCCC2Cn2cncn2)CCCCC1 (stereo unspecified)	-3	-113	-23	-85	-23	-362	-65	-106
21	Cc1ccccc1NC(=O)CSc1nccn(-c2ccc(F)c(F)c2)c1=O	-7	0	-5	-3	0	-45	-218	-7
22	Cc1ccc(-c2nnc(-n3ncc(C#N)c3N)c3ccccc23)cc1C	1	62*	0	0	4	0	0	12
23	Cc1ccc(-c2noc(C3CCCO3)n2)cc1 (stereo unspecified)	1	6	1	0	-5	.	0	.
24	CC(=O)N(O)CCCCCNC(=O)CCC(=O)N(O)CCCCCNC(=O)CCC(=O)N(O)CCCCCN	0	27	1	5	2	11	0	1
25	O=C(Nc1ccccc1)N1CCN(Cc2nc3ccc(Cl)cc3o2)CC1	-2	-11	1	1	-4	6	-21	0

Fetched one by one from above:
nr	structure	USP10 block	USP17 inh	UCHL1 block	OTUD3 inh	USP7 block	USP30 inh	USP8 inh	USP28 block
3	CC(=O)N1CCCC(c2cc(-c3ccn[nH]3)nc(C)n2)C1 (stereo unspecified)	1	0	0	2	2	-1	-13	-1
17	Cc1nccn1-c1cccc(C2CCN(S(=O)(=O)N(C)C)CC2)n1	-1	3	1	7	5	5	-40	12
4	COc1cccc(NC(=O)c2cnc(N3CCCCC3)nc2C)c1	3	-12	0	-9	-23	-21	-8	24

Sorted by the number under USP30 inh (lowest first): some entries from above.
nr	structure	USP10 block	USP17 inh	UCHL1 block	OTUD3 inh	USP7 block	USP30 inh	USP8 inh	USP28 block
2	CN(C)C(=O)N1CCC(c2nnc3ccc(C(=O)NC4CCCC4)cn23)C1 (stereo unspecified)	-1	-12	-1	-6	-1	-10	-64	-6
18	Cc1ccc2c(c1)NC(CCC(=O)N1CCN(c3ccccc3F)CC1)=NS2(=O)=O	0	-1	0	2	10	17	-9	3
1	Cc1nc(SCC(=O)NC2CCCC2)c2oc3ccccc3c2n1	-1	25	1	14	1	38*	17	13

Limited to USP17 inh (two entries from above):
| no. | structure | USP17 inh |
| --- | --- | --- |
| 25 | O=C(Nc1ccccc1)N1CCN(Cc2nc3ccc(Cl)cc3o2)CC1 | -11 |
| 15 | O=C1C[C@H]2[C@H](CCN2C(=O)c2ccno2)N1CC1CC1 | -3 |

Next entries follow:
nr	structure	USP10 block	USP17 inh	UCHL1 block	OTUD3 inh	USP7 block	USP30 inh	USP8 inh	USP28 block
26	CC1=C(C(=O)Nc2ccccc2C)C(c2cccc(O)c2)n2ncnc2N1 (stereo unspecified)	0	-25	0	-2	-1	-12	2	-5
27	O=C(c1nnn(-c2ccc(Br)cc2)n1)N1CCCCC1	1	-10	0	-2	-3	-6	-6	3
28	COCC(=O)N1CCC(n2c(-c3ccccc3OC)nc3ccccc32)CC1	2	-7	-3	0	2	-3	-4	0
29	COc1ccc(-c2cc(C(C)=O)c(C)n2CCC(=O)NCCc2ccc(Cl)cc2)cc1	2	3	5	6	4	6	5	6
30	Cc1ccc(S(=O)(=O)Nc2cc(-c3ccncc3)no2)cc1F	-4	-40	-4	-5	-1	-50	-122	-10
31	Cc1ccc(C)c(CN2CCC(CNC(=O)CCc3nnc4ccc(N5CCCCC5)nn34)CC2)c1	-8	3	-2	-7	-2	-34	-60	33*
32	O=C(CCCn1c(=O)c2ccccc2n(CC(=O)NCC2CCCO2)c1=O)NCCc1ccc(Cl)cc1 (stereo unspecified)	0	20	0	11	-3	21	2	22
33	CCN1[C@H]2CCN(CCOC)CC[C@@H]2Oc2ccccc2S1(=O)=O	-5	-43	-7	-23	-8	-122	-9	-30
34	O=C(c1ccco1)N(Cc1c(F)cccc1Cl)c1ccccn1	-5	-17	-4	-13	-1	-20	-15	-17
35	Cc1ccc(-c2cc(C(=O)Nc3cccc(C)c3)[nH]n2)cc1	-5	-83	-4	-19	2	-76	-12	-12
36	CN1Cc2[nH]cnc2C[C@H]1C(=O)NCc1ccc(C(F)(F)F)cc1	-8	-34	1	-2	0	-103	22	0
37	O=C1NC(c2ccccc2)=N/C1=C/c1ccc(OCc2ccccc2)cc1	-3	-21	1	-8	2	-51	24	-10
38	O=C(CNCCc1ccc(F)cc1)Nc1cc(F)ccc1F	3	-17	-1	-1	-10	-19	1	-7
39	CN(C)CCN1C(=O)C(O)=C(C(=O)c2cc3ccccc3o2)C1c1ccc(F)cc1 (stereo unspecified)	2	-5	3	9	4	10	-41	7
40	CCOC(=O)C(C)Sc1ncnc2c1sc1nc(N3CCCC3)c3c(c12)CC(C)(C)OC3 (stereo unspecified)	-4	-7	0	-16	-1	-70	46*	-12
41	O=C(Nc1ccccc1)c1nc2c(s1)CCN(C(=O)c1ccccc1)CC2	1	-2	-2	-4	-5	i	-2	-5
42	O=C(Nc1cccnc1)[C@H]1C[C@@H]2CCN(c3ncccn3)C[C@H]2O1	-1	.	2	6	8	7	-151	3
43	Cc1nnc(-c2nnc(NCc3ccc(Cl)cc3)c3ccccc23)o1	-3	52*	3	3	1	37*	13	13
44	Cc1ccc(-c2nc(CNC(=O)c3coc(C4CC4)n3)no2)cc1	-7	-9	-5	-9	-3	-18	-7	3
45	CCc1nccn1-c1cccc(C2CCN(C(=O)c3cn[nH]c3C)CC2)n1	0	-7	0	0	0	12	-32	-2
46	Cc1nc(C2CCN(C(=O)c3cn[nH]c3C)C2)nc2c1CCC(=O)N2Cc1cccc(F)c1 (stereo unspecified)	1	16	0	11	1	21	-14	12
47	CCc1cc(=O)n(CC(=O)Nc2cc(C)ccc2OC)c(N2CCOCC2)n1	2	36*	3	37*	3	59*	14	27
48	COc1ccc(CNC(=O)c2cc(C3CC3)nc3c2cnn3C(C)C)cc1OC	-4	11	0	-5	4	-3	-3	-9
49	COc1ccc(S(=O)(=O)NCCSc2ccc(C)cc2)cc1OC	3	1	4	-1	9	22	16	10
50	Cc1ccc(CN2CCC(N3CCN(C(=O)c4c(C)nn(C)c4C)CC3=O)CC2)cc1	1	2	0	-1	0	-11	9	-7

In the list so far, 2 have a thiophene ring, fused or not:
nr	structure	USP10 block	USP17 inh	UCHL1 block	OTUD3 inh	USP7 block	USP30 inh	USP8 inh	USP28 block
10	O=C(c1cccs1)N1CCCN(Cc2noc(-c3ccccc3)n2)CC1	-2	2	-1	-4	-2	-4	-6	-3
40	CCOC(=O)C(C)Sc1ncnc2c1sc1nc(N3CCCC3)c3c(c12)CC(C)(C)OC3 (stereo unspecified)	-4	-7	0	-16	-1	-70	46*	-12

(next part)
nr	structure	USP10 block	USP17 inh	UCHL1 block	OTUD3 inh	USP7 block	USP30 inh	USP8 inh	USP28 block
51	O=C(CN1CCN(c2cccc(Cl)c2)CC1)Nc1nnc(C(F)(F)F)s1	5	20	3	14	-9	22	13	19
52	COc1cccc(CN2CCc3c(nc(C)[nH]c3=O)C2)c1	-2	4	-1	-2	1	-6	-5	0
53	Cc1c(C(=O)Nc2ccc(F)cc2)nnn1-c1cccc(F)c1	4	29	0	9	5	37*	21	10
54	CC(=O)N1c2ccc(S(=O)(=O)N3CCCC3)cc2CC1C (stereo unspecified)	4	5	4	9	5	14	17	14
55	COc1cccc(CNC(=O)CSc2ncc3c(n2)-c2ccc(Cl)cc2N(C)S3(=O)=O)c1	-2	-11	-2	-19	6	-79	-12	-18
56	CCN1CCN(C(=O)c2cnn(-c3cc(-c4nc(C5CC5)no4)ccn3)c2C)CC1	-3	-9	1	-5	-3	2	-3	-21
57	CC(C)CN1C[C@@]23CN(C(=O)c4ccccn4)C[C@@H](C[C@@H]2S1(=O)=O)O3	1	12	3	13	3	27	6	6
58	CN(C)S(=O)(=O)c1ccc(S(=O)(=O)NCCc2ccc3c(c2)OCO3)cc1	-1	16	4	12	2	45*	-18	19
59	CCOc1ccc(N(CC(=O)N2CCN(C)CC2)S(=O)(=O)c2ccc(SC)cc2)cc1	-6	-5	-2	-9	0	-3	-8	0
60	COc1cccc(-c2c(Nc3ccccc3)oc3c2c(=O)n(C)c(=O)n3C)c1	0	20	0	-1	1	-17	-23	2
61	CN1C(=O)c2ccccc2C(C(=O)N2CCc3ccccc3C2)C1c1cccs1 (stereo unspecified)	1	1	3	8	-2	25	16	0
62	O=C(CN1C(=O)CCc2cc(S(=O)(=O)N3CCCCC3)ccc21)N1CCCCC1	1	0	1	9	2	12	8	6
63	Cn1cc(C2CCCCCN2C(=O)c2cccs2)cn1 (stereo unspecified)	2	4	2	-3	2	.	3	.
64	COCCNC(=O)c1cc(-c2ccn(-c3ccccc3)n2)n2ccccc12	-1	-31	-2	-67	-15	-316	23	-47

Screening data deposited in PubChem BioAssay by Dana-Farber Cancer Institute and Novartis Institutes for BioMedical Research (Cambridge, Mass).

Compounds as they come. Share with any hit: about 13%.
